PKA-R1A act = PKA-R1A complex activation; 340,000 tested, 0.083% active; activation, % at 11.4 µM; AID 504707; PKA-R1A dissociation, Cy5-IP20 fluorescence polarization; scaled: DMSO 0%, 113 µM cGMP 100%;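 active means percent activation above the mean of all tested compounds plus 3 SD, cut at about 19% in these data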;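 further: higher means more PKAc released from R1A so a rise in polarization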
SR-BI HDL uptake = blocks mouse SR-BI lipid uptake from DiI-HDL; Q61009; ldlA[mSR-BI] CHO cells, DiI-HDL uptake fluorescence, 3 h; inhibition, % at 12.5 µM; 320,000 tested, 0.96% active;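 active means mean replicate inhibition of at least 70% and a set share of replicates each scoring 70 or more; inconclusive means meets just one of the two criteria; inactive means fails both criteria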;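 further: 0% = median of neutral control wells and 100% = median of positive control wells; values of inactives mirror those of a sister screen read the other way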
SR-BI uptake up = SR-BI HDL lipid transfer activation; 320,000 tested, 0.096% active; AID 504775; activation, % at 12.5 µM; CHO ldlA[mSR-BI] cells, DiI-HDL uptake fluorescence, 3 h; 100 = double the neutral-control signal;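 active means mean replicate activation of at least 60% and every replicate at or above 60%; inconclusive means mean or all-replicate condition met, but not both; inactive means mean below 60% and not all replicates reaching 60%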;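 further: 0% = median plate neutral-control signal and 100% = twice that signal; values of inactives mirror those of a sister screen read the other way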
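Test system: SR-BI-overexpressing, LDLR-lacking CHO cells; Medium: Ham's F12 with 0.5% BSA, HEPES 25 mM, pH 7.4; Schedule: 3 h, 37 °C; Technique: bottom-read fluorescence, 550/595 nm.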
SUMO Mot1 rescue = SUMOylation pathway inhibition by Mot1-301 growth rescue; S. cerevisiae Mot1-301 growth rescue, ATP luminescence, 38.5C; percent above DMSO median, 100 means doubled; growth rescue, % at 18.8 µM; 320,000 tested, 1% active; AID 2716;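 active means every valid replicate shows activation above 250% relative to neutral control wells; inactive means the rest, any valid replicate at or below 250%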;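 further: OY570 slx delta 5 strain wells were the positive control but not used for scaling; some compounds called inactive have numbers as strong as hits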
Pemphigus Ab inh = blocks pemphigus antibody binding to human desmoglein-3. 310,000 tested, 0.48% active. AID 588358. P32926. binding (percent of control), % at 10 µM. DSG3-coupled beads, scFv-anti-DSG3-GFP binding, flow cytometry; active compounds read low;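 active means binding more than 3 SD below its plate's average and above zero; inconclusive means below that plate limit but binding exactly zero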;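 further: hits lower antibody fragment binding to DSG3; some compounds called inactive have numbers as strong as hits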
Target sequence (P32926 whole entry, looked up, the tested form may be a part): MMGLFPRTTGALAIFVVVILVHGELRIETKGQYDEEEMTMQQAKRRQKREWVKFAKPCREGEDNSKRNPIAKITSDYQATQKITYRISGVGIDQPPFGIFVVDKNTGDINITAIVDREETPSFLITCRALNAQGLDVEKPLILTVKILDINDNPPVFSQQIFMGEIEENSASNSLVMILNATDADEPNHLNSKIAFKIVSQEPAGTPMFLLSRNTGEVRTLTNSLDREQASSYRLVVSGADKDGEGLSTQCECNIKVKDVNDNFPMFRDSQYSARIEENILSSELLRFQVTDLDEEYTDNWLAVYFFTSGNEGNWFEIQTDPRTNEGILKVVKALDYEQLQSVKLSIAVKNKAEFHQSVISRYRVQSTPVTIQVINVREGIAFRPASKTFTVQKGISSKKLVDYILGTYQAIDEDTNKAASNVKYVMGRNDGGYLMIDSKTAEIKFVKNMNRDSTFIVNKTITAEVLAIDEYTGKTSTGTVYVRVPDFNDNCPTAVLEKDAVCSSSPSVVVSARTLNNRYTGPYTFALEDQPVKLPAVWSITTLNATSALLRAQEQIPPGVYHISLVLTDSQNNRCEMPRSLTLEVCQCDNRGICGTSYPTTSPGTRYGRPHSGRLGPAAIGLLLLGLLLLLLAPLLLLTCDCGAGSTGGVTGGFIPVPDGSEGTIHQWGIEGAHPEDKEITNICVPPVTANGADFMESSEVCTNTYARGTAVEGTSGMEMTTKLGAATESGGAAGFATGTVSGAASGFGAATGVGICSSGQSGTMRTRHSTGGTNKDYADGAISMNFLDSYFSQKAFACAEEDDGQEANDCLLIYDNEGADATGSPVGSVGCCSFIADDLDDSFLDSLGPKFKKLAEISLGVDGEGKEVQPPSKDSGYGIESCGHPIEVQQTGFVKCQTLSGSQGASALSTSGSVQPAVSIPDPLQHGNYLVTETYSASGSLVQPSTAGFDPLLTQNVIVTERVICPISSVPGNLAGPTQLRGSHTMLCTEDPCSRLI
NSD2 inh = NSD2 (human) methyltransferase inhibition; O96028; NSD2 peptide methylation, AlphaScreen, 120 min; inhibition, % at 12.5 µM; 310,000 tested, 0.54% active; in the data active means inhibition above about 50%
PKA-R2B activ = PKA-R2B complex activation; PKA-R2B holoenzyme dissociation, Cy5-IP20 fluorescence polarization; R2B truncated from residue 108, S112A mutant; 0% DMSO only, 100% 113 µM cGMP; 340,000 tested, 0.079% active; activation, % at 11.4 µM;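 active means activation above a cutoff set at the mean over all compounds plus 3 SD, cut at about 18% in these data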;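 further: higher means more holoenzyme dissociation and a rise in polarization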
dFosB activator = activators of mouse delta FosB homodimer | activation, % at 25 µM | AID 493131 | purified delta FosB, TAMRA-CDK5 oligo fluorescence polarization; percent of positive-control signal above neutral wells | 340,000 tested, 0.99% active;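 active means mean activation above about 17%, with every replicate also reaching it, limit read from the data, passing the limit was not always enough; inconclusive means only one of the two conditions met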;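 further: fluorescence polarization rise as delta FosB binds a TAMRA Cdk5 AP-1 oligo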
Arr AP2 block = inhibitors of human beta-arrestin and AP2 interaction. FITC-arrestin peptide / GST-AP2 beads, flow cytometry; AP2 beta2 appendage carries R879A mutation. inhibition, % at 10 µM. 340,000 tested, 0.31% active;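 active means inhibition above a set limit, near 3 SD of compounds lacking own fluorescence, cut at about 54% in these data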;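 further: plate controls were DMSO wells for no effect and 5 µM unlabelled arrestin peptide for full effect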
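Material – GST-tagged AP2 beta2-adaptin appendage (R879A) on 4 µm glutathione beads · Probe or stimulus – fluorescein-tagged arrestin peptide at 50 nM final · Timing – 12 min plus 1 h, RT · Detection – bead flow cytometry, FITC channel · Read-out basis – inhibition as reduced fluorescein signal on beads, percent · Medium – PBS plus Tween 20 (0.05%) and BSA (0.1%)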
CDK5 p35 inh = blocks human CDK5/p35 kinase activity; Q00535+Q15078; inhibition, % at 10 µM; 330,000 tested, 0.01% active; AID 488839; Recombinant CDK5/p35, ADP-Glo luminescence, 60 min;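 active means highest replicate inhibition of at least 50% and at least 75% of replicates reaching 50%; inconclusive means only one of the two criteria met; inactive means both criteria failed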;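 further: plate controls were DMSO neutral control for no effect and GW8510 at 10 µM for full effect; many of its hits are not listed in these tables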
MITF TRPM1 HTS = increases MITF-driven TRPM1 promoter luciferase signal. AID 588334. SK-MEL-5 TRPM1-promoter luciferase, 24 h; % of positive control, neutral wells = 0. activation, % at 12.5 µM. 300,000 tested, 0.75% active;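 active means mean activation of at least 80% with every replicate also reaching 80%; inconclusive means mean reaches 80% but some replicate falls short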;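 further: 0% = neutral control wells and 100% = parthenolide positive control wells; values of inactives mirror those of a sister screen read the other way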
* marks the source's active call; other numbers are inactive results; ? = inconclusive; nt = not tested or not shown; + = active, no number.

SUMO Mot1 rescue	PKA-R2B activ	PKA-R1A act	CDK5 p35 inh	NSD2 inh	dFosB activator	SR-BI HDL uptake	SR-BI uptake up	Arr AP2 block	Pemphigus Ab inh	MITF TRPM1 HTS	SMILES
11	4	-6	-0.6	-3	-14	-5	5	7	96	25	C/C(=N\NC(=O)COc1ccc(C(C)(C)C)cc1)c1ccccc1
-6	5	2	-3.5	-1	5	-7	7	-10	108	nt	CCC(NC(=O)C1CCCC1)c1ccccc1 (centres undefined)
-7	-4	-2	0.8	-7	-9	-12	12	15	106	-11	O=C(NCc1cc2ccccc2[nH]1)c1ccccc1F
13	2	-6	-0.4	-3	2	-20	20	-10	100	-1	CCCC(=O)Nc1cc(C(=O)N(C)CC(OC)OC)ccc1S(=O)(=O)c1ccc(C)cc1
3	0	-1	-0.5	1	-7	5	-5	27	71	-4	O=C(NCc1ccco1)/C(=C\c1cccnc1)NC(=O)c1ccccc1F
nt	2	-4	1.0	-4	-10	7	-7	6	100	14	COc1cc(CN(C(=O)c2cc3ccccc3oc2=O)C2CCS(=O)(=O)C2)cc(OC)c1OC (centres undefined)
-4	4	-4	1.6	10	-11	7	-7	10	91	-8	CN1C(=O)/C(=N\OC(=O)c2ccccc2Cl)c2ccccc21
1	5	9	-0.5	nt	-1	-17	17	-13	103	-4	C=C[C@]1(C)C[C@H]1[C@H](NP(=O)(c1ccccc1)c1ccccc1)c1ccccc1

Going on with the list:
SUMO Mot1 rescue	PKA-R2B activ	PKA-R1A act	CDK5 p35 inh	NSD2 inh	dFosB activator	SR-BI HDL uptake	SR-BI uptake up	Arr AP2 block	Pemphigus Ab inh	MITF TRPM1 HTS	SMILES
273	4	2	-1.0	0	-7	21	-21	-5	107	77	CC(C)n1nnnc1SCC(=O)c1ccc2c(c1)OCCO2
88	0	6	1.1	26	-17	17	-17	-8	100	nt	CCn1c(=O)c(=O)[nH]c2cc(C(=O)NC3CCCc4ccccc43)ccc21 (centres undefined)
-6	-3	-6	-0.7	1	-8	7	-7	6	117	3	Cc1nn(CCCC(=O)Nc2ccc(Br)cc2F)c(C)c1[N+](=O)[O-]
2	-8	-2	-4.4	-5	0	-25	25	-2	91	2	CON1C(=O)C(=O)N(OC)C(C)(C)C1C (centres undefined)
-2	-1	3	-6.6	-4	0	5	-5	-14	104	0	COc1ccc(S(=O)(=O)N2CCCCCC2)cc1C(=O)N1CCCCC1
3	8	10	0.9	-2	-1	nt	nt	6	110	nt	O=C(CN1CCOCC1)Nc1ccccc1C(=O)Nc1ccccc1
-2	1	7	0.9	4	-6	-17	17	27	102	-6	COc1cccc(NC(=O)COC(=O)c2cc(=O)c3ccccc3o2)c1
-4	-2	-7	-0.4	4	-5	6	-6	3	96	-4	Cc1nn(C)c(Oc2cccc(Cl)c2)c1C(=O)Nc1ccc(F)cc1

More results.
SUMO Mot1 rescue	PKA-R2B activ	PKA-R1A act	CDK5 p35 inh	NSD2 inh	dFosB activator	SR-BI HDL uptake	SR-BI uptake up	Arr AP2 block	Pemphigus Ab inh	MITF TRPM1 HTS	SMILES
28	5	-3	0.2	-1	-7	33	-33	8	102	nt	CCC(=O)c1cc(F)c(N2CCN(C(=O)Cc3ccccc3)CC2)cc1C
10	10	-20	-3.7	2	-2	-8	8	-5	104	-3	O=C(CCCC(=O)OCC(=O)c1ccc(Cl)cc1)NC1CCCCC1
-11	-9	-8	-0.5	8	0	13	-13	0	100	nt	CCN(C#N)c1nc(N(C)C)nc(N(C)C)n1
10	-8	-7	0.0	17	82*	39	-39	-3	nt	-94	COc1ccc(/C=C2/Sc3ccc(C(=O)NCCN4CCCCCC4)cc3NC2=O)cc1
-12	1	1	1.6	-1	1	-5	5	-3	84	-2	CC(=O)NS(=O)(=O)c1ccc(NC(=O)COc2ccc(C(=O)c3ccccc3)cc2)cc1
5	-7	-7	0.8	1	-9	43	-43	-3	98	3	CN(CCOc1ccccc1)C(=O)c1cc(S(=O)(=O)N2CCCCC2)ccc1Cl
49	-8	-1	0.6	41	-13	17	-17	26	107	1	O=C(CN1CCN(c2cccc(Cl)c2)CC1)NC1CCCc2ccccc21 (centres undefined)
2	-4	3	-1.4	0	0	-17	17	-6	231	7	COc1ccc(CNC(=O)Cc2c(C(=O)O)[nH]c3ccccc23)c(OC)c1

(more compounds)
SUMO Mot1 rescue	PKA-R2B activ	PKA-R1A act	CDK5 p35 inh	NSD2 inh	dFosB activator	SR-BI HDL uptake	SR-BI uptake up	Arr AP2 block	Pemphigus Ab inh	MITF TRPM1 HTS	SMILES
-26	2	8	-1.0	2	-8	-12	12	0	nt	nt	Cc1cccn2c(=O)c3cc(C#N)c(=NC(=O)c4cccs4)n(CC(C)C)c3nc12
188	-8	-13	0.2	29	0	-10	10	5	99	4	O=C(Nc1nnc(SCc2ccc(Cl)cc2)s1)C1CC(=O)N(Cc2ccccc2)C1 (centres undefined)
7	-13	-4	1.3	2	-23	31	-31	-16	99	5	COc1cn(-c2ccccc2)nc1C(=O)NCc1ccc(C)cc1
18	11	-1	0.3	-1	0	13	-13	5	98	19	COc1cccc(NC(=S)N(Cc2ccccn2)Cc2ccccc2Cl)c1
-1	-6	-2	-3.9	1	-7	-15	15	23	100	-10	CN(CC(=O)Nc1ccc(F)cc1)C(=O)CN1C(=O)c2ccccc2C1=O
-15	-2	-1	1.7	2	0	-21	21	11	103	2	CN(C)CCNC(=O)Cn1c(=O)c2cccn2c2ccc(F)cc21
0	-5	-13	-0.2	13	-2	-20	20	2	106	1	NC(=O)COc1ccccc1C1=NO[C@@](CC(=O)O)(C(=O)Nc2ccc3c(c2)OCCO3)C1
-8	-16	-1	0.1	0	4	-11	11	23	95	13	CC(=O)Nc1cccc(/C(C)=N/NC(=S)NC(C)C)c1

Entries of single compounds as entered above. Order of screens: SUMO Mot1 rescue | PKA-R2B activ | PKA-R1A act | CDK5 p35 inh | NSD2 inh | dFosB activator | SR-BI HDL uptake | SR-BI uptake up | Arr AP2 block | Pemphigus Ab inh | MITF TRPM1 HTS
Cc1cccn2c(=O)c3cc(C#N)c(=NC(=O)c4cccs4)n(CC(C)C)c3nc12 is listed with -26 | 2 | 8 | -1.0 | 2 | -8 | -12 | 12 | 0 | nt | nt
CN(C)CCNC(=O)Cn1c(=O)c2cccn2c2ccc(F)cc21 is listed with -15 | -2 | -1 | 1.7 | 2 | 0 | -21 | 21 | 11 | 103 | 2

Next part:
SUMO Mot1 rescue	PKA-R2B activ	PKA-R1A act	CDK5 p35 inh	NSD2 inh	dFosB activator	SR-BI HDL uptake	SR-BI uptake up	Arr AP2 block	Pemphigus Ab inh	MITF TRPM1 HTS	SMILES
3	1	6	0.5	-1	-4	53	-53	1	105	-1	CCc1noc(C)c1C(=O)Nc1nc(-c2ccc(OC)cc2OC)cs1
-8	0	7	0.7	-1	-5	3	-3	0	114	-4	O=C(O)CCC(=O)OCC1CCCCC1
17	-1	5	-1.7	nt	-21	-202	?	1	nt	nt	O=C(CC1N=C2c3ccccc3N=C(SCc3ccccc3Cl)N2C1=O)NCc1ccco1 (centres undefined)
13	-7	-10	0.2	1	0	-7	7	-10	123	-9	CCn1cnc2cc(NCc3ccncc3)ccc21
49	18	4	0.2	0	-4	-10	10	6	102	nt	NC(=O)CCn1c(=O)oc2ccccc21
356*	1	-10	0.2	3	-2	-43	43	31	96	-7	O=C(C(=O)c1ccc(O)cc1)c1ccccc1
23	1	0	-3.6	nt	3	-14	14	-1	108	-6	NC(=O)CSc1nnc(Cn2c(=O)sc3ccccc32)n1CCc1ccccc1
+	8	-4	-2.2	-2	-2	-30	30	3	nt	-16	Cc1nc2sc(C(c3ccccc3)N3CCC(O)CC3)c(O)n2n1 (centres undefined)

Continued.
SUMO Mot1 rescue	PKA-R2B activ	PKA-R1A act	CDK5 p35 inh	NSD2 inh	dFosB activator	SR-BI HDL uptake	SR-BI uptake up	Arr AP2 block	Pemphigus Ab inh	MITF TRPM1 HTS	SMILES
2	-7	3	0.7	-1	-13	14	-14	4	nt	8	CN(CC(=O)Nc1ccc(Cl)cc1)C(=O)c1sccc1-c1ccccc1
-20	-8	-2	1.7	-1	-4	-1	1	7	106	-3	CC1CCCN(S(=O)(=O)c2cccc3nonc23)C1 (centres undefined)
9	-2	1	-3.2	3	-7	-21	21	19	95	-11	NC(=O)C1CCN(c2nc(C3CC3)nc3c2nnn3Cc2ccccc2)CC1
-3	-4	-3	1.3	2	3	12	-12	-13	104	3	CC(C)CN(C(=O)COC(=O)Cc1cccc2ccccc12)c1c(N)n(Cc2ccccc2)c(=O)[nH]c1=O
167	1	-6	0.3	-3	3	42	-42	19	93	8	Nc1c(C(=O)Nc2ccc(F)cc2)nnn1-c1cccc(C(F)(F)F)c1
-9	-15	-3	0.0	0	-7	-1	1	2	98	-2	Cc1ccc(C)c(NCC(=O)NNC(=S)Nc2ccccc2)c1
-11	0	-6	0.5	-3	-7	1	-1	9	100	28	CCCSc1ccc(-c2nn(-c3ccccc3)cc2/C=C(/C#N)C(=O)N2CCOCC2)cc1
-18	-18	-1	-0.5	1	1	-4	4	-16	89	3	CC(=O)Nc1ncc2c(n1)CC(c1ccco1)CC2=O (centres undefined)
133	-8	4	0.3	2	-9	-30	30	1	107	-7	Fc1ccc2c(c1)C(c1ccncc1)=NNC(c1ccccc1)=N2
10	1	5	-0.8	52*	-1	-5	5	3	117	-1	O=C(NNC(=O)c1ccc(NC(=O)C2CC2)cc1)c1ccc(F)cc1
-8	-7	8	1.1	1	-8	-21	21	26	103	46	Cc1ccc(C(=O)CSc2nnc3n2CCCCC3)s1

Source: PubChem BioAssay (several laboratories)
